Screens from PubChem BioAssay.
uPA surface inh – inhibitors of cell surface uPA generation | hit rate 0.31% among 330,000 | Potency, µM (series often up to 38.3 µM), without a hit: at the top dose activity change, negative = inhibition, actives largely listed as inhibitors | cell surface uPA generation assay, qHTS; active = well fitted inhibition curve with a large enough effect; inconclusive = small, poorly fitted or top-dose-only effect; inactive = no such curve, though single readings can be large or run the other way; tested in mouse RAW 264.7 cells; note: potency is the fitted concentration of half-maximal effect; % is set by controls: 0 for no effect and ±100 for the full control effect; nearly all actives have a fitted effect of over 55% in size
KCNH2 3.1 block – inhibitors of human KCNH2 3.1 potassium channel isoform; U2OS KCNH2 3.1, thallium flux FluxOr; hits give low values; activity change, % (tested at about 1.8 µM); hit rate 0.95% among 340,000;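 active = maximum activity change below -70%; inconclusive = maximum activity change from -70% to -50%; inactive = maximum activity change above -50%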;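 note: thallium influx rate constant from kinetic fluorescence after stimulation buffer; % is set by controls: 0 for no effect and ±100 for the full control effect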
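Thallium flux read-out: FluxOr dye with Red40 quencher in HBSS/HEPES, 45 min at RT. Rate constants from kinetic reads were normalized to positive and negative DMSO controls. Cells: U2OS virally expressing the 3.1 isoform.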
RORgamma inh – blocks mouse ROR gamma transcriptional activity | P51450 | Drosophila S2 Gal4-RORgamma UAS-luciferase reporter, 20 h | Potency, µM (titrated, usually from 53.6 µM), without a hit: top-dose activity change, negative = inhibition, most hits filed as inhibitors | hit rate 5.4% among 310,000 | AID 2551; note: potency is the fitted concentration of half-maximal effect; % is set by controls: 0 for no effect and ±100 for the full control effect; nearly all actives have a fitted effect of over 60% in size
Target sequence (P51450 whole entry, looked up, the tested form may be a part): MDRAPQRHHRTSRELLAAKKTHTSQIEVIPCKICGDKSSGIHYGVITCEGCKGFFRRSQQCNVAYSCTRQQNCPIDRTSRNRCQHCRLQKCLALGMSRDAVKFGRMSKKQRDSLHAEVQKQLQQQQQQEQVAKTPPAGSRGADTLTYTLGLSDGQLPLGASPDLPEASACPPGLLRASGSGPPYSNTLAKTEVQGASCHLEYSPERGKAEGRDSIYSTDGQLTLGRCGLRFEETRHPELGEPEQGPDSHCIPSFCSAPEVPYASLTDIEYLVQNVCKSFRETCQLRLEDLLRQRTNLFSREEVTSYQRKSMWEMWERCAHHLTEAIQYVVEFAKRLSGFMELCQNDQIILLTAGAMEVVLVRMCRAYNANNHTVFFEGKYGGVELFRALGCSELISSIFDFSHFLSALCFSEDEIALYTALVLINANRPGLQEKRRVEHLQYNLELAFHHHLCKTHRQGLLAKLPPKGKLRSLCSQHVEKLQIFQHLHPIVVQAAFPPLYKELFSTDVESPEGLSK
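Compounds are pin-transferred onto Drosophila Schneider cells expressing a copper-inducible Gal4–ROR gamma transactivation domain fusion. After 1 hr, copper sulfate is added to 700 uM final; luciferase is read 20 hr later.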
ELG1 genotox – inducers of genotoxicity in HEK293T ELG1-luciferase cells. HEK293T ELG1-luciferase reporter, luminescence, 16 h. Potency, µM (titrated, usually from 46 µM), inactives show at the highest dose activity change, positive = activation, most hits filed as activators. hit rate 1.3% among 330,000; note: potency is the fitted concentration of half-maximal effect; % of control where 0% means no effect; nearly all actives have a fitted effect of over 60% in size
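HEK293T cells expressing luciferase-tagged ELG1 were exposed to compound or DMSO vehicle for 16 hr at 37 °C and 5% CO2. Luciferase activity was then measured with ONE-Glo after 30 min at room temperature.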
VP16 counter – counter-screen for ROR gamma inhibitors: Gal4-VP16 reporter; hit rate 3.5% among 310,000; Potency, µM (highest dose often 53.6 µM), without a hit: at the highest dose activity, negative = inhibition, hits mostly inhibitors; Drosophila S2 Gal4-VP16 UAS-luciferase, luminescence, 20 h;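 note: Gal4-VP16 expression switched on by copper sulfate through the metallothionein promoter; potency is the fitted concentration of half-maximal effect; % is set by controls: 0 for no effect and ±100 for the full control effect; nearly all actives have a fitted effect of over 50% in size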
FLuc counter – firefly luciferase modulation, counter-screen for miR-21 project; P08659; purified FLuc, Km substrates, luminescence inhibition; Potency, µM (series often up to 57.5 µM), for inactives: at the highest dose activity change, negative = inhibition, most hits filed as inhibitors; hit rate 6.9% among 360,000; AID 588342;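 note: potency is the fitted concentration of half-maximal effect; plate controls were vehicle for no effect and reference inhibitor for full effect; nearly all actives have a fitted effect of over 55% in size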
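Purified P. pyralis luciferase, 10 nM final, with Km-level 10 uM D-luciferin and 10 uM ATP in 50 mM Tris acetate pH 7.5, 10 mM Mg acetate, 0.01% Tween-20, 0.05% BSA; 6-point qHTS titration about 60 µM downward; luminescence read.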
Tb PFK block – T. brucei PFK enzyme inhibition. O15648. T. brucei PFK, ADP-Glo luminescence. Potency, µM (highest dose often 57.5 µM), inactives show top-dose activity, negative = inhibition, usual class: inhibitors. hit rate 0.17% among 330,000. AID 485367;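 note: potency is the fitted concentration of half-maximal effect; 0% = uninhibited 1x PFK enzyme wells and -100% = no-enzyme wells; nearly all actives have a fitted effect of over 60% in size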
Target sequence (O15648 whole entry, looked up): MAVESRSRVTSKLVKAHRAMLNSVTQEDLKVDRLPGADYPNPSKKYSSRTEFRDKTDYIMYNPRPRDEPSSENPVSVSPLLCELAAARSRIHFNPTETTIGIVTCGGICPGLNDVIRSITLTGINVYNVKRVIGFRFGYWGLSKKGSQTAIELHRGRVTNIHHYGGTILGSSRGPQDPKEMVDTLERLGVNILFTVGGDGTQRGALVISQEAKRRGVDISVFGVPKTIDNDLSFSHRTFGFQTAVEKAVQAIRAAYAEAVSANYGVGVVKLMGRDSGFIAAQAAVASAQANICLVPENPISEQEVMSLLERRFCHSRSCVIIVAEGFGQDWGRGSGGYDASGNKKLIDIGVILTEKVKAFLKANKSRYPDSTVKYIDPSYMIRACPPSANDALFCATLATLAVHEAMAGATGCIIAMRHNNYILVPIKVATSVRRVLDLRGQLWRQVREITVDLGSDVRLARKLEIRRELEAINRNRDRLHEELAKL
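Compounds were pin-transferred as a titration series up to 57 uM into substrate buffer (0.5 mM F6P, 0.1 mM ATP, pH 8.0), then 1.25 nM PFK was added and reactions ran 45 min before ADP-Glo detection.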
NPC1 prom act – activators of NPC1 promoter; Huh7 NPC1 promoter luciferase reporter, 24 h; hit rate 2.4% among 320,000; Potency, µM (top dose mostly 9.22 µM), for inactives: at the top dose activation, actives largely listed as activators; AID 485313;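 note: potency is the fitted concentration of half-maximal effect; % of control where 0% means no effect; nearly all actives have a fitted effect of over 60% in size; reporter is driven by a mutant NPC1 promoter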
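In 1536-well qHTS, Huh7 cells harboring an NPC1 promoter–luciferase construct received compound for 24 h; activation was quantified by luminescence following luciferase reagent addition.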
FBPA coupling cs – inhibits coupling enzyme system, counter-screen for aldolase hits. activity change, negative = inhibition, % at 58.2 µM, hits read low. coupling enzyme system counterscreen, AmpLite Red fluorescence. hit rate 0.67% among 290,000; in the data active = activity change below about -30%; note: % is set by controls: 0 for no effect and ±100 for the full control effect
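Counterscreen of the coupled detection system alone, without aldolase: glyceraldehyde-3-phosphate coupling enzymes plus AmpLite Red readout. Compounds at 57.5 uM final, 10 min RT preincubation, 20 min RT reaction, fluorescence 525/598 nm.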
Giardia killer – kills Giardia lamblia | hit rate 0.15% among 340,000 | activity change, % at 7.66 µM, hits read low | Giardia lamblia trophozoite viability; in the data active = activity change below about -80%; inconclusive = between about -30% and that limit;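 note: parasites exposed to compound for two days anaerobically before the ATP read; % is set by controls: 0 for no effect and ±100 for the full control effect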
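Luminescence from cellular ATP indicates surviving trophozoites (100 cells/well) following 48 hrs anaerobic compound treatment at 37 deg C; signal develops 15-30 min at room temperature.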
Rab9 promoter act – activators of Rab9 promoter | Huh7 Rab9 promoter-luciferase reporter, luminescence, 24 h | Potency, µM (series often up to 9.22 µM), for the others: at the highest dose activation, negative = inhibition, hits mostly activators | hit rate 2.8% among 320,000 | AID 485297; note: potency is the fitted concentration of half-maximal effect; % of control where 0% means no effect; nearly all actives have a fitted effect of over 60% in size
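Quantitative HTS format; Huh7 Rab9-luciferase reporter cells (1500/well) receive compound 2 h post-plating, incubate 24 h at 37 °C, then get luciferase reagent for 10 min before luminescence reading.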
* = called active by the depositor; ? = inconclusive; · = no result given; & = joins results of further samples; [ ] = dose if it differs, or a comment. Unless noted, calls come from the whole dose curve; as a rule, active = well fitted curve in the direction sought with a large enough effect; inconclusive = small, poorly fitted or top-dose-only effect, or another doubt; inactive = no such curve, though single readings can be large; an effect the other way counts as inactive or inconclusive.

Molecule,ELG1 genotox,Giardia killer,VP16 counter,FBPA coupling cs,uPA surface inh,RORgamma inh,Rab9 promoter act,KCNH2 3.1 block,Tb PFK block,FLuc counter,NPC1 prom act
Cc1cc(C(=O)CSc2nnnn2-c2ccccc2)c(C)n1-c1ccc2c(c1)OCO2,17%,-17,11µM*,0,-8%,-35%,-3%,-12,3%,1%,-3%
O=C(/C=C/c1cccs1)Nc1ccc(N2CCOCC2)c(S(=O)(=O)Nc2cc(Cl)ccc2Cl)c1,-3%,-22,-11%,0,-1%,37%,-11%,-26,-3%,0%,-10%
O=C(CN1C(=O)NC2(CCCC2)C1=O)NCCC1=CCCCC1,6%,-5,13%,-4,0%,7%,11%,15,-1%,2%,6%
Cc1ccccc1-n1nc2c(c1NC(=O)c1c(-c3ccccc3Cl)noc1C)CS(=O)(=O)C2,-7%,28,3%,-1,-2%,-6%,0%,10,-2%,2%,-2%
Cc1ccccc1-c1nc(CS(=O)CC(=O)NC2CCCC2)c(C)o1 (stereo not given),1%,7,-3%,·,12%,-23%,-3%,3,3%,2%,0%
COc1ccc2oc(C(=O)N(C)CCOc3ccc(Cl)cc3)c(C)c2c1,-3%,-2,·,1,5%,·,-1%,-1,-1%,1%,1%
Cc1sc2nc(CN3CCOCC3)[nH]c(=O)c2c1-c1ccccc1,-1%,-18,-4%,2,2%,2%,0%,11,3%,3%,0%
CCOC(=O)c1cnc2ccc(C)cc2c1Nc1ccc(N2CCOCC2)cc1,-45%[inhibitor],1,?,-1,-4%,?,-4%,·,-4%,-16%,2%
O=C(COc1ccc(Cl)cc1Cl)NNC(=S)Nc1ccc(F)cc1,-1%,-7,?,0,·,3.5µM*,-3%,-3,-1%,17µM*,1%
C=CCNC(=O)c1ccc(OC2CCN(S(=O)(=O)N(C)C)CC2)cc1,14%,3,-10%,0,-2%,43%,?,11,-8%,17µM*,16%
O=C(CS(=O)(=O)c1ccc(F)cc1)NCc1ccccc1,0%,-2,·,·,-2%,·,2%,13,3%,-1%,5%
CCCN1C(=O)C2(SC(NC(C)=O)=NN2C(C)=O)c2cc(C)cc(C)c21 (stereo not given),2%,-7,-11%,-8,9%,34%,1%,3,0%,-3%,-2%
O=C(NCc1ccc(F)cc1)C(=O)NCC1OCCN1C(=O)c1cccs1 (stereo not given),1%,6,0%,-1,0%,-6%,-1%,2,4%,-1%,0%
CC(C)COC(=O)C(N)C(C(=O)OCC(C)C)c1ccccc1 (stereo not given),0%,-6,3%,3,4%,-2%,0%,21,-6%,-2%,1%
Cn1c(SCC(=O)NNC(=S)Nc2ccccc2)nnc1-c1ccncc1,-3%,·,-3%,2,·,-12%,-5%,·,1%,1%,-2%
CCOC(=O)c1ccc(NC(=S)Nc2ccc(C)cc2)cc1,14%,16,?,0,-1%,13µM*,-11%,-23,2%,?,10%
O=C(CNC(=O)c1cccc(OC(F)F)c1)OCn1nnc2ccccc2c1=O,1%,-27,-1%,6,1%,-8%,2%,-6,-7%,-4%,5%
O=C(/C=N/O)NCCCN1CCOCC1,0%,13,-11%,4,-10%,38%,-3%,-5,13%,2%,-1%
O=C(c1cc2nc(-c3ccco3)cc(C(F)(F)F)n2n1)N1CCN(Cc2ccccc2)CC1,-18%,-6,-4%,0,5%,31%,-2%,1,-1%,0%,-2%
COc1ccc(-c2onc(C)c2-c2cscn2)c(O)c1,-1%,-9,-6%,-3,2%,18%,2%,-1,0%,3%,0%
O=C(NCC(c1cccs1)N1CCc2ccccc21)c1ccccc1 (stereo not given),-9%,3,·,·,?,·,-4%,-16,2%,-2%,1%
COc1ccc(Nc2nc(-c3sc(NC(C)=O)nc3C)cs2)cc1,-6%,·,-8%,-6,·,-1%,0%,·,-6%,?,-6%
Cn1c(=O)c2c3c(sc2n2cnnc12)CCC3,-5%,8,-12%,-4,0%,5%,5%,-14,3%,1%,1%
CC1(C)NC(C)(C)/C(=C\c2cccs2)C(=O)C1=O,1%,-10,29%,1,-7%,-28%,-4%,2,6%,4%,-1%
O=C1c2ccccc2C(O)N1Cc1ccc2c(c1)OCO2 (stereo not given),1%,6,4%,3,20%,-18%,-4%,33,-7%,0%,-2%
COc1ccc(NC(=O)CSc2nnc(-c3ccncc3)o2)c([N+](=O)[O-])c1,-3%,-9,-3%,0,-1%,-22%,10%,-20,1%,2%,10%
CN1C(C(=O)Nc2ccc(OC(F)(F)F)cc2)=CC(c2cccs2)=NS1(=O)=O,-6%,-21,4%,·,1%,32%,-2%,?,-2%,-1%&-1%,0%
O=C(COC(=O)c1ccc(O)cc1)NC1CCCC1,2%,-2,-14%,-1,-6%,38%,5%,-7,-9%,-5%,1%
CCOC(=O)C1CCCN(S(=O)(=O)c2cc(OCC(N)=O)c(C)cc2Cl)C1 (stereo not given),-2%,-4,4%,6,1%,-2%,0%,10,-1%,9%,1%
O=C(Nc1nnc(-c2ccc(Cl)cc2)o1)Nc1ccccc1Cl,0%,-18,-4%,1,-1%,-5%,-4%,9,-2%,?,1%
O=C(CSc1cn[nH]n1)Nc1ccccc1C(F)(F)F,10%,-9,1%,2,0%,-11%,1%,-35,-8%,1%,0%
CCOc1ccc(-c2n[nH]c(C)c2Oc2ccccc2OC)c(O)c1,-6%,10,2.5µM*,0,10%,2.2µM*,11%,-16,-3%,-8%,-3%
Cc1[nH]oc(=O)c1N=Nc1c(Cl)cccc1Cl,-4%,-18,-20%,9,5%,-22%,-3%,13,-2%,-8%,0%
C=CCn1c(C)cc(C(=O)CSc2ccc(NC(C)=O)cc2)c1C,?,-9,1%,0,1%,-19%,0.32µM*,-2,4%[0.46 µM],17µM*,0.5µM*
COc1cc(C(=O)N[C@@H](C)C(=O)N2CCC3(CC2)NCCc2[nH]cnc23)cc(OC)c1OC,0%,-10,1%,·,-3%,-6%,-6%,13,1%,0%,-3%
Cc1nn(CCCC(=O)Nc2ccc(Br)cc2F)c(C)c1[N+](=O)[O-],0%,-12,8%,1,-2%,5%,-10%,-2,26%,7%,-2%
CCN1C2=NCCCN2c2ccccc21,0%,-11,-2%,1,1%,-6%,3%,-1,2%,0%,-1%
COCC(C)NC(=O)CSc1nc2ccccc2n1CCc1ccccc1 (stereo not given),-1%,-14,2%,-5,-69%,?,-5%,-27,-3%,-1%,3%
O=C(COC(=O)c1ccc(F)c(S(=O)(=O)N2CCOCC2)c1)c1ccc(Cl)cc1,-1%,3,·,·,-14%,·,2%,17,0%,8.5µM*,-2%
CC(C)(C)c1cc(OC(=O)c2ccccc2F)ccc1O,-1%,4,?,-15,0%,?,-2%,-16,0%,27µM*,1%
COc1ccc(-c2cc(-c3cccs3)nc(OC)c2C#N)cc1OC,0%,21,-9%,1,-5%,82%,0%,-3,0%,1%,-1%
O=C(CNC(=O)c1cccc(F)c1)N/N=C/c1cc(Br)ccc1OC(=O)/C=C/c1ccco1,?,-8,7.9µM*,-4,?,3.5µM*,-16%,-5,0%,0%,-20%
C=CCN1C(=O)C(O)(CC(=O)c2ccc(-n3cccc3)cc2)c2ccccc21 (stereo not given),1%,10,2%,-2,14%,26%,-2%,8,-8%,-9%,1%
CCOc1ccc(NC(=O)c2ccc(NC(=O)COC(=O)Cc3ccc(OC)cc3)cc2)cc1,?,-8,14%,3,-1%,13%,2.5µM*,12,5%,0%,3.5µM*
S=C(Nc1ccccc1)Nc1nc2ccccc2n1CCOc1ccccc1,?,-4,7.1µM*,1,·,1.1µM*,-1%,0,0%,?,-3%
CC(C)Cn1c(-c2cccs2)nc2ccccc21,-11%,-10,?,-3,-7%,-27%,-2%,-15,2%,-9%,-2%
O=C(CSc1ncccn1)N1CCN(Cc2ccccc2)CC1,0%,13,-2%,1,·,-2%,-1%,7,-4%,0%,0%
O=C(NC1CCCCCC1)c1cccc(N2CCCC2=O)c1,?,-10,?,-1,-4%,?,2.2µM*,12,-3%,15µM*,3.5µM*
COc1ccc(Cl)cc1NC(=S)N1CC(C)OC(C)C1 (stereo not given),-2%,-5,9%,2,2%,-40%,0%,21,1%,1%,-2%
O=C(Nc1ccc(Cl)cc1)C1CCCCN1S(=O)(=O)c1ccccc1 (stereo not given),1%,24,·,·,-3%,·,·,-41,0%,·,·
COc1ccc(CCN=C(C)C2=C(O)C(c3ccccc3)OC2=O)cc1OC (stereo not given),-9%,-8,-1%,1,·,12%,-26%,-9,-1%,3%,-1%
CNCCC1Sc2ccccc2Oc2ccccc21 (stereo not given),-3%,8,12%,-6,-1%,-26%,-7%,-6,-8%,-3%,-8%
